Runt-SMMHC FRET = inhibitors of human RUNX1 Runt domain binding to CBFb-SMMHC; Q01196+Q13951; Cerulean-Runt/Venus-CBFb-SMMHC FRET ratio 530/480, 1 h; inhibition, % at 20 µM; 0.74% of 220,000 active; AID 1434;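 active = mean inhibition across duplicate retests at 20 µM reaching about 50%, limit read from the data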;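 note: 0% = DMSO wells and 100% = wells with excess untagged CBFb-SMMHC; inhibitors lower the FRET ratio by blocking Runt binding to CBFb-SMMHC; some results filed as inactive read as strong as hits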
Thrombin inh = inhibitors of human thrombin; alpha-thrombin, Boc-VPR-AMC fluorogenic substrate cleavage; inhibition, % at 5 µM; 0.26% of 220,000 active; AID 1046;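 active = inhibition at or above 40%; inactive = inhibition below 40%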;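 note: 0% = enzyme with no compound and 100% = wells without enzyme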
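System – human alpha-thrombin · Medium – pH 7.5 Tris (50 mM) with NaCl 150 mM, Tween 20 0.05% · Compound – single-point dosing at 5 µM, 0.2% DMSO · Incubation – enzyme reaction carried out at room temperature · Technique – fluorescence of released AMC, ex 355 nm, em 460 nm · Read-out basis – % inhibition of thrombin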
FXIIa inh = inhibitors of human coagulation factor XIIa | AID 800 | inhibition, % at 5 µM | purified FXIIa, Boc-QGR-AMC fluorogenic substrate, 2 h | 0.3% of 220,000 active | P00748; in the data active = inhibition above about 40%;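 note: 0% = enzyme with no compound and 100% = blank without enzyme; many of its hits are not listed in these tables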
FXIa inh = blocks human coagulation factor XIa protease activity; P03951; purified FXIa, Boc-Glu-Ala-Arg-AMC fluorogenic substrate; inhibition, % at 5 µM; 0.14% of 220,000 active; AID 798;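 active = inhibition of at least 40%; inactive = inhibition below 40%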;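 note: fluorescence of freed AMC excited at 355 nm; 0% = enzyme without compound and 100% = no enzyme blank; many of its hits are not listed in these tables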
Wee1 degr inh = blocks degradation of human Wee1 kinase; P30291; 1.2% of 220,000 active; reporter increase, % at 5 µM; HeLa Luc-Wee1K328M stability, luciferase luminescence; 100% = proteasome inhibitor MG132 effect;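 active = activation above the mean of all tested compounds plus 3 SD, set per screening run, cut at about 8.8% in these data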;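 note: cells exposed to compound for 20 h before luminescence read; 0% = DMSO alone and 100% = MG132 at 30 µM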
Hck-Nef inh = human Hck-Nef kinase inhibition. Recombinant Hck-YEEI plus Nef, Z-Lyte FRET kinase assay. inhibition, % at 20 µM. 0.68% of 220,000 active;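 active = Hck-Nef kinase inhibition above about 50%, limit read from the data; inactive = inhibition below that limit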;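 note: 0% = DMSO with Hck plus Nef and 100% = Hck alone without Nef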
Target sequence (P08631 whole entry, looked up): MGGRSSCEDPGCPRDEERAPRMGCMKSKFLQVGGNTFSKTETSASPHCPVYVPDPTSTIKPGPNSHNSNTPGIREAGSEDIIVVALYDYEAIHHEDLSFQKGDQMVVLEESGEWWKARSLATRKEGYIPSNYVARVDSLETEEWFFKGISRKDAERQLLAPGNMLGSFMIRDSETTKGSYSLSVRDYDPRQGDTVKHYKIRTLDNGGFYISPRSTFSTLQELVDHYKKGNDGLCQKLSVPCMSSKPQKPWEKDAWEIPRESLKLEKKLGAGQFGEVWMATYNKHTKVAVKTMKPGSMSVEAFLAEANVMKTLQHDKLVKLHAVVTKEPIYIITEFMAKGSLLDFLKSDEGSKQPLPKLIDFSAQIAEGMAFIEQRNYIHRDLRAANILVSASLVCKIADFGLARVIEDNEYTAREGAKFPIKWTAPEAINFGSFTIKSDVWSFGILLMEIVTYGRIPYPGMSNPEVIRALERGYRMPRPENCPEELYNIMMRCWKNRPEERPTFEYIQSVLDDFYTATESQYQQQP
14-3-3 Bad inh = disrupts binding of bovine 14-3-3 zeta to phospho-Bad peptide; P63103; AID 781; 0.71% of 220,000 active; TR-FRET 14-3-3zeta/Dy647-pBad peptide displacement, 1 h; inhibition, % at 21.7 µM;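 active = inhibition above about 70%, limit read from the data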;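 note: 0% = full 14-3-3 plus peptide FRET controls and 100% = background without 14-3-3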
Target sequence (P63103 whole entry, looked up): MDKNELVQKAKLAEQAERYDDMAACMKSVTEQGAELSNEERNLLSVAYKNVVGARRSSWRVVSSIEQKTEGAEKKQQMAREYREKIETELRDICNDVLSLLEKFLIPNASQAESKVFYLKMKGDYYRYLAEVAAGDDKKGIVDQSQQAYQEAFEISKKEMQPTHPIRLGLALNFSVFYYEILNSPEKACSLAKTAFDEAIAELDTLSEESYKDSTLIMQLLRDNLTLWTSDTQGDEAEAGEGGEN
Runt-CBFb FRET = inhibitors of human RUNX1 Runt domain binding to CBFb; Q01196+Q13951; Cerulean-Runt/Venus-CBFb FRET ratio 530/480, 1 h; inhibition, % at 20 µM; 0.46% of 220,000 active;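 active = inhibition over about 50% at 20 µM in the single-dose screen, limit read from the data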;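 note: 0% = DMSO wells and 100% = excess unlabeled CBFb competitor control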
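Reagent – Venus-CBFb binding partner, 100 nM · Assay system – Cerulean-tagged RUNX1 Runt domain (FRET donor) fusion protein · Input – 100 nM per protein · Incubation – two 1 h room-temperature incubations shielded from light · Measured by – FRET fluorescence · Medium – Tris buffer pH 7.5 with salts and BSA · Benchmarks – unlabeled CBFb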
KLK5 inh = blocks human kallikrein 5 protease activity. 0.59% of 210,000 active. AID 873. inhibition, % at 5 µM. recombinant hK5, fluorogenic AMC substrate cleavage;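 active = inhibition of 40% or more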;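 note: 0% = enzyme controls without compound and 100% = no-enzyme blanks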
Numbers without * were called inactive; x = not tested or not shown; [ ] = another dose, or the depositor's remark.

smiles,Runt-SMMHC FRET,Thrombin inh,FXIIa inh,FXIa inh,Wee1 degr inh,Hck-Nef inh,14-3-3 Bad inh,Runt-CBFb FRET,KLK5 inh
Cc1cccc(Nc2nc(N)nc(CN3CCN(Cc4ccc5c(c4)OCO5)CC3)n2)c1,-2,-1,15,5,-1,1,3,-1,4
O=C(Oc1nsnc1N1CCCCC1)N1CCOCC1,-3,7,15,9,8.9*,0,8,-2,3
Cc1noc(C)c1CSc1nc2ccccc2n1C,2,2,6,-9,-1,-2,-8,-2,20
O=C1NC(c2ccccc2)=C(c2ccc3ccccc3n2)C(c2ccccc2)N1 (stereo not given),5,3,14,12,-2,2,2,0,-8
CCCn1nnc(NC(=O)c2ccc3ccccc3c2)n1,2,30,21,31,1,-22,8,-1,28
CCCCOC(=O)Nc1ccc(C(C)C)cc1,11,-1,11,7,0,5,4[fluorescence artefact?],-4,-11
CCNC(=S)N(Cc1ccc(OC)cc1)C1CC(=O)N(c2ccc(OCC)cc2)C1=O (stereo not given),1,-3,9,-3,-1,0,12,0,5
O=Cc1ccccc1OCc1nnsc1Cl,-2,-5,6,1,-4,4,-18,-1,3
Fc1ccc(Oc2cc(N3CCOCC3)nc(-c3ccccc3)n2)c(F)c1,0,3,3,-8,1,2,-2,-2,-45
NC(=O)c1coc(-c2ccccc2)n1,0,x,4,-1,-2,22,0,0,-4
COc1ccc(NC(C)=O)cc1CNC(=O)COc1c(C)c(C)cc(C)c1C,-2,-10,10,4,0,2,3,-4,-8
Cc1sc2ncn(CC(=O)NCc3ccco3)c(=O)c2c1-c1ccccc1,1,-2,3,-3,7,22,2,-1,x
O=C(N/N=C/c1cccnc1)c1cc(-c2ccccc2OCc2ccccc2)n[nH]1,-7,-3,0,3,-1,-1,7,-3,4
COCCOC(=O)C1=C(C)OC(N)=C(C#N)C1c1ccco1 (stereo not given),-4,-6,8,1,-3,0,1,0,12
Fc1ccc(NC2=NCCCCC2)cc1,3,-19,9,-5,2,5,12,-2,1
CCCn1c(NCc2cccc(OC)c2O)nc2ccccc21,11,-9,-2,-4,0,5,7,2,-3
Cc1ccc(S(=O)(=O)N2CCN(C(C)C)CC2)cc1,6,4,15,0,3,3,-3,-1,0
COc1ccc(C(CNC(=O)c2cc(SC)ccc2Cl)N(C)C)cc1 (stereo not given),3,1,5,13,-1,16,-1,0,3
Cc1c(NC(=O)c2cnn3c2NC(c2ccco2)CC3C(F)(F)F)c(=O)n(-c2ccccc2)n1C (stereo not given),7,-5,-6,-9,-3,7,-6,9,0
O=C(/C=C/c1ccccc1)NC(=S)NNS(=O)(=O)c1ccccc1,x,-9,2,-5,4,20,-24,x,-24
O=C(Nc1ccon1)c1cccc(S(=O)(=O)N2CCCCC2)c1,1,-3,4,-2,-2,7,-6,0,8
C=CCNc1nnc(Sc2ncccc2[N+](=O)[O-])s1,-5,17,4,0,-2,15,3,-2,-2
S=C(NC1CCCCCC1)NC1CCCC1,-5,-2,8,-1,-1,-52,-4,0,5
CCCCNc1ccc2nsnc2c1[N+](=O)[O-],-2,-1,12,4,0,0,-5,-1,-7
CCCNC(=O)c1ccc(C2SCC(=O)N2CCc2ccccc2)cc1 (stereo not given),3,-8,6,-4,6,2,-10,0,-13
COc1ccc2nc(C)cc(SCC(=O)N3CCCCC3)c2c1,-1,-4,7,-4,-2,16,-2,-2,0
CC1(C)CC(=O)C2=C(C1)Nc1ccccc1NC2c1cccnc1 (stereo not given),-5,4,13,19,x,x,0[fluorescence artefact?],-1,-1
COc1ccc(C2CC(c3cc(Br)ccc3F)n3nnnc3N2)cc1 (stereo not given),0,-8,-14,-5,-1,-1,-3,0,-12
CCNC(=O)CSc1nnc(-c2cccc(S(=O)(=O)N(CC)CC)c2)n1CCc1ccccc1,3,1,12,4,0,-2,13[fluorescence artefact?],-3,1
O=C(Nc1nsc(-c2ccccc2)n1)c1ccc(F)cc1,0,5,2,-4,6,-3,-10,x,-10
O=C(O)c1cccc(NC(=O)c2ccc(S(=O)(=O)c3ccccc3)cc2)c1,-3,1,6,3,0,0,-3,-6,-7
Cc1ccc(S(=O)(=O)N(C)CC(=O)O/N=C(\N)c2cccc([N+](=O)[O-])c2)cc1,-9,-2,9,1,-2,-2,-2,0,-2
CC(C)C1N(c2ccccc2)C(N)=C(C#N)C1(C#N)C#N (stereo not given),2,3,14,19,0,1,-9,-4,3
O=C(c1ccc2c(c1)N(Cc1ccccc1F)C(=O)c1ccccc1S2)N1CCOCC1,-3,0,8,3,-1,20,-1,0,3
CCOC(=O)N1CCN(C(=O)c2oc3ccc(S(=O)(=O)N4CCCCC4)cc3c2C)CC1,0,5,12,4,0,2,-16[fluorescence artefact?],-4,-1
Cc1ccccc1/[N+]([O-])=C/c1ccncc1,2,-5,7,-7,-2,2,3,8,-6
CCC1CCc2c(c3ccccc3[nH]c2=O)O1 (stereo not given),3,-6,-5,-10,-2,1,-10,-1,-10
COCCNc1nc(-c2cc(-c3ccccc3)on2)cc(C(C)C)n1,-3,-2,2,0,x,25,-4,-3,0
CCC(O)CC(C(=O)NNc1ccccc1)C(=O)NNc1ccccc1 (stereo not given),0,-6,x,-3,-2,-3,-9,2,-1
C=CCn1c(=NC(=O)CN2C(=O)CCC2=O)sc2cccc(OC)c21,1,-9,2,-9,-2,3,16,2,15
CCC1(CC)NC(=O)N(CC(=O)OCC(=O)Nc2cc(C)ccc2C)C1=O,-1,-8,17,4,-2,1,-4,1,-13
Cc1cc(C)c2c(c1)-c1c(ssc1=S)C(C)(C)N2C(=O)CN1C(=O)c2ccccc2C1=O,-3,-1,9,3,-1,2,-19,16,-19
O=C(O)CCS(=O)(=O)c1ccc(-c2ccccc2)cc1,2,-4,20,22,0,3,10,0,0
CC(C)(C)c1ccc(C(=O)Nc2ccccc2Cl)cc1,0,-23,6,-8,7,18,-6,-2,-4
COc1ccc(Cl)cc1Nc1nc(-c2sc(NC(=O)CC(C)C)nc2C)cs1,5,2,12,5,1,-1,42,5,-5
COc1ccc(N2CCN(C(=O)c3ccc(Cl)c(S(=O)(=O)N4CCCC4)c3)CC2)cc1,-2,5,1,-6,-2,24,-8,0,-6
CC(C)(CCl)C(=O)Nc1ccc(OC(F)(F)F)cc1,2,-2,4,-2,3,15,4,-2,6
Cc1nonc1OC(C)CNc1ccc([N+](=O)[O-])cc1 (stereo not given),0,2,20,-1,0,1,-7,-1,-7
CCCc1cc2c(cc1NC(=O)c1ccc(Br)cc1)OCO2,0,7,15,3,-2,2,-6,-3,-12
O=C(Nc1ccccc1)C1CCCN(C(=O)c2ccc(Cl)cc2)C1 (stereo not given),2,-7,1,-3,2,2,-8,-1,9
CC1CCN(C(=O)Cn2c(=O)n(-c3ccc(F)cc3)c(=O)c3sccc32)CC1,3,-14,9,1,1,17,-7,0,8
CN(CCO)S(=O)(=O)c1ccc2c(c1)C(=NNC(N)=O)c1cc(S(=O)(=O)N(C)CCO)ccc1-2,-2,-2,4,-2,-3,12,-1,0,-3
S=C(Nc1ccccc1)N1CCCCCC1,-12,4,6,3,-2,1,6,1,0
COc1cc2c(cc1NC(=O)COc1ccc3ccccc3c1)oc1ccccc12,-4,-1,9,1,-3,17,7,0,-13
COc1ccc(NC(=O)c2cc(C3CC3)on2)c(OC)c1,1,0,17,11,6,-5,5,1,0
c1coc(CNc2nc3sc4c(c3c3ncnn23)CCCC4)c1,-1,4,15,5,1,-1,-6,-9,-9

Later entries:
smiles,Runt-SMMHC FRET,Thrombin inh,FXIIa inh,FXIa inh,Wee1 degr inh,Hck-Nef inh,14-3-3 Bad inh,Runt-CBFb FRET,KLK5 inh
COC(=O)c1ccc(C)c(NC(=O)c2c(-c3ccccc3)noc2C)c1,2,6,20,12,0,0,-5,2,-14
S=c1[nH]nc(CCc2ccccc2)n1-c1ccc(Cl)cc1,14,-2,10,-3,3,23,-3,13,-3
O=C(Cc1cccs1)N1CCN(C(=O)C2CCCO2)CC1 (stereo not given),2,-2,-5,-1,6,-1,1[fluorescence artefact?],1,-9
CCN(CC)S(=O)(=O)c1cccc(C(=O)N/N=C/c2ccccc2OCC(=O)O)c1,4,-15,3,-4,-3,2,-6,-1,-5
CC(=O)c1c(Nc2ccccc2)sc(C(=O)c2ccccc2)c1C,-5,3,11,16,-4,-1,9,-5,-5
Cc1ccc2c(c1)NCC(C(=O)NC1CCCCC1)O2 (stereo not given),2,1,12,1,3,-1,-13[fluorescence artefact?],-1,0
CCCCCCCN=CC1=C(O)CC(c2ccccc2)CC1=O (stereo not given),4,19,10,6,-2,-1,4[fluorescence artefact?],-1,29
CC(=O)N1CSCC1C(=O)O (stereo not given),0,-5,-5,-7,-2,0,6,-2,-6
CC1(C(=O)Nc2cccc(S(=O)(=O)N3CCOCC3)c2)Cc2ccccc2C(=O)O1 (stereo not given),-1,5,11,7,-2,18,9,-1,5
CCN(CC(=O)NCc1ccc(F)cc1)CC(=O)Nc1ccc(S(=O)(=O)N2CCCC2)cc1,0,-4,1,-3,0,26,0,-5,-10
O=c1c(Cc2ccc(Cl)cc2Cl)c(O)ccn1Cc1ccncc1,-3,-4,2,-5,8,-17,1,-3,-9
